E-sel inducer – induces E-selectin expression in human endothelial cells. P16581. HUVEC E-selectin immunofluorescence imaging; normalized: neutral wells 0, TNF-alpha wells 100. activation, % at 7.58 µM. actives 0.37% (n = 260,000). AID 686992;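 active = mean E-selectin-positive cell signal at least 10% of the positive control, reached in at least 60% of replicates, without over 20% cell loss; inconclusive = no rule given, readout overlaps actives, possibly toxicity-flagged; inactive = the rest, including those meeting only one limit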;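 note: in these data hits start at about 27%; measured in HUVEC primary endothelial cells; signal is the percent of cells scored E-selectin positive by PE staining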
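Read-out basis: % PE-positive cells; Test system: HUVEC primary endothelial cells; Technique: immunofluorescence imaging; Dosing: single-point compound dose.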
esBAF inh – SWI/SNF esBAF complex inhibition; mouse ES cells, Bmi1-luciferase knock-in reporter, 24 h; 100% = twice the neutral-well signal; reporter increase, % at 12.5 µM; actives 2% (n = 350,000); AID 602393; in the data active = activation above about 40%; inconclusive = no clear call, values can overlap the other calls;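 note: 0% = median of the plate's neutral control wells and 100% = double that signal; a rise in the Bmi1 reporter signal indicates esBAF inhibition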
RAD54 inh – inhibitors of human RAD54 branch migration; RAD54 Holliday junction branch migration, FAM/BHQ fluorescence; inhibition, % at 10.4 µM; actives 0.14% (n = 360,000); AID 602329;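 active = mean normalized replicate activity at least 40 and at least half of replicates scoring 40 or more; inconclusive = only one of the two criteria met; inactive = mean below 40 and under half of replicates reaching 40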;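 note: 0% = median of neutral control wells and 100% = median of positive control wells; inhibitors cause a drop in the FAM fluorescence signal; in these data hits start at about 50%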
Target sequence (Q92698 whole entry, looked up): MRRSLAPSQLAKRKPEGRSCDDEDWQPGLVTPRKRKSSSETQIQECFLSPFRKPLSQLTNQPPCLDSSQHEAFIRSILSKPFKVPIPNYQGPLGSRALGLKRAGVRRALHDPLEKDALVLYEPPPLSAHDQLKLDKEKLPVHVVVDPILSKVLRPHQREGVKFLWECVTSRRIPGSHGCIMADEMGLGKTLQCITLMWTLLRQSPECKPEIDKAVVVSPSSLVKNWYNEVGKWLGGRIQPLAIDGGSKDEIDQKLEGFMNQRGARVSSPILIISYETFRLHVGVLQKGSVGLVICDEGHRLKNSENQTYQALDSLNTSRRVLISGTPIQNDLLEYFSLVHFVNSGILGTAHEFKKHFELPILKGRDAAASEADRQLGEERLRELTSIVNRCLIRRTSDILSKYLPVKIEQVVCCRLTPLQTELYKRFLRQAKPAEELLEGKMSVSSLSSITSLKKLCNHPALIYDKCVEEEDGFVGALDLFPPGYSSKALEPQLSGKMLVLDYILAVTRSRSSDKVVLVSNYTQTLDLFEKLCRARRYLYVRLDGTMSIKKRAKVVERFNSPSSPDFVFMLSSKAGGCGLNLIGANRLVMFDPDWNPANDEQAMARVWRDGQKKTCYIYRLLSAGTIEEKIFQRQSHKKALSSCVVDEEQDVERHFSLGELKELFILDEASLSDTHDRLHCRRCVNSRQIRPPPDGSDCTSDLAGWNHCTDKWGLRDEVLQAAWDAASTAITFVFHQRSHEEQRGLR
RAD52 inh – RAD52 (human) annealing inhibition; P43351; recombinant RAD52 DNA annealing, FRET fluorescence; inhibition, % at 18.7 µM; actives 0.46% (n = 360,000);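 active = every replicate showing at least 50% inhibition; inconclusive = mean inhibition at least 50% but not in every replicate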
ERp5 block – blocks human ERp5 reductase activity on insulin | ERp5 insulin aggregation, absorbance 650 nm, 90 min | inhibition, % at 9.99 µM | actives 0.05% (n = 350,000);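 active = mean replicate inhibition above about 25%, with every replicate also reaching it, limit read from the data, passing the limit was not always enough; inconclusive = only one of those two criteria met; inactive = neither criterion met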
ERAP1 HTS inh – inhibitors of human ERAP1 aminopeptidase. actives 0.15% (n = 340,000). AID 652197. inhibition, % at 10.7 µM. recombinant ERAP1, Leu-AMC fluorescence, 60 min. Q9NZ08;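 active = mean replicate inhibition of at least 30%, or all replicates individually reaching that 30% level; inactive = mean below 30% and not every replicate reaching it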;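 note: 0% = neutral control wells and 100% = L-leucinethiol positive control wells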
Xi reactivation – activators of X-chromosome reactivation in mouse fibroblasts; XiGFP mouse fibroblasts, % GFP-positive cells imaging, 3 d; cells co-treated with 5-aza-dC sensitizer; scaled so ellipticine positive control = 100%; activation, % at 7.58 µM; actives 0.055% (n = 360,000);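 active = mean normalized replicate activation at least 10% and every replicate at or above 10%; inconclusive = only one of the two criteria met; inactive = mean below 10% and not all replicates reach 10%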;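 note: 0% = median of on-plate neutral control wells and 100% = ellipticine 6 µM median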
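Assay system – SV40-immortalized XiGFP fibroblast cells, line 68-5-11 · Buffer or medium – DMEM supplemented with 5-aza-dC as sensitizing agent · Dosing – one concentration, pinned · Benchmarks – positive control ellipticine, 6 µM final · Times – 3 days compound exposure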
S100A4 MyoIIA – blocks human S100A4 binding to myosin IIA peptide. P26447. S100A4/TAMRA-MyoIIA peptide fluorescence polarization. inhibition, % at 10.7 µM. actives 0.14% (n = 360,000);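 active = mean inhibition of at least 70% across replicates, with every replicate also reaching that level; inconclusive = mean inhibition reaches 70% but some replicates fall short; inactive = mean inhibition below 70%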
Target sequence (P26447 whole entry, looked up): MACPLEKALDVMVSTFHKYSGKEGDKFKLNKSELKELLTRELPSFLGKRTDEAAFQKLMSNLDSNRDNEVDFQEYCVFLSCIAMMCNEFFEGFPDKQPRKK
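assay system = human S100A4 monomer with TAMRA-labelled myosin IIA peptide | also added = labelled myosin peptide probe, 5 nM | incubation = 5 min between mix addition and reading | control set = DMSO and TFP controls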
Numbers without * were called inactive; ? = inconclusive; / = not tested or not shown.

| structure | RAD54 inh | E-sel inducer | RAD52 inh | S100A4 MyoIIA | esBAF inh | Xi reactivation | ERp5 block | ERAP1 HTS inh |
| --- | --- | --- | --- | --- | --- | --- | --- | --- |
| COc1c(Br)cc([N+](=O)[O-])c(OC)c1C(=O)NC(=O)Nc1cc(Cl)cc(Cl)c1 | 1 | 3.7 | -3 | 4 | / | 0.1 | -5 | 1 |
| Cc1nc(SCC(=O)Nc2ccc(S(=O)(=O)N3CCOCC3)cc2)c2c(C)c(C)sc2n1 | -5 | 1.2 | -16 | -9 | 5 | 0.2 | 4 | 1 |
| O=C(Nc1cccc2ccccc12)N1CCCN(c2c(Cl)cncc2Cl)CC1 | / | 0.7 | -30 | -1 | -1 | 0.2 | -2 | / |
| COc1cc(CN2CCNC(=O)C2CC(=O)N2CCCN(C(C)=O)CC2)cc(OC)c1 (stereo unspecified) | 0 | -0.3 | -6 | -6 | -7 | 0.4 | 12 | -1 |
| COC(=O)c1c(C)noc1-c1snnc1C | -9 | / | -34 | -5 | / | 0.0 | 0 | / |
| Cc1ccc2nc3cc([N+](=O)[O-])cc([N+](=O)[O-])c3cc2c1 | / | / | -107 | -1 | / | 1.5 | -4 | -3 |
| Cc1cc(C)nc(N2CCC(C(=O)NNC(=O)c3ccc(Cl)cc3)CC2)n1 | -3 | 0.4 | -8 | -24 | 5 | -0.1 | 9 | 0 |
| CCCNC(=O)Cn1c(=O)n(C)c2ccccc21 | / | 6.4 | -7 | 3 | -6 | 0.0 | 4 | 2 |
| COc1ccccc1CNC(=O)COC(=O)c1cc(S(=O)(=O)N2CCOCC2)ccc1Cl | / | 0.1 | -3 | 2 | / | -0.2 | -1 | -2 |
| CCOc1ccc(NC(=O)c2nsc(Cl)c2Cl)cc1 | -13 | 2.2 | -10 | -3 | 38 | 0.1 | -6 | -2 |
| O=C(COC(=O)c1ccc(Br)o1)NC1CCCc2ccccc21 (stereo unspecified) | 2 | 0.1 | -9 | -2 | 0 | 0.7 | -16 | 0 |
| CC(=O)Nc1ccc(S(=O)(=O)N2CCC(NC(=O)C(Cc3cccc(F)c3)NC(C)=O)CC2)cc1 (stereo unspecified) | 23 | -0.2 | -13 | -4 | -10 | 0.3 | 2 | -1 |
| O=C(NC(=S)N1CCCC(C(F)(F)F)C1)c1ccc(F)cc1 (stereo unspecified) | -8 | 0.1 | -11 | -1 | -6 | 0.0 | 3 | 1 |
| Cc1c(CNCCc2ccc(Cl)cc2)c(C(=O)O)c(C)n1-c1ccccc1 | -2 | 0.0 | -13 | -10 | -6 | 0.0 | -1 | 0 |
| CCOC(=O)C1CCN(C(=O)c2cccc(S(=O)(=O)N3CCc4ccccc43)c2)CC1 | 2 | / | -18 | 16 | 4 | 0.3 | 1 | 1 |
| COc1ccc(C2NC(=O)c3ccccc3O2)cc1 (stereo unspecified) | 4 | / | -15 | -2 | 2 | 0.1 | 2 | 2 |
| O=C(C1CCC1)N1CCCCN2[C@H](CO)[C@H](c3ccc(C#CC4(O)CCCC4)cc3)[C@H]2C1 | 6 | -0.1 | 11 | -4 | -2 | 0.2 | 6 | -1 |
| Cn1nc(N2CCN(S(=O)(=O)c3ccccc3)CC2)c(=O)n(C)c1=O | 11 | / | -8 | 1 | -7 | 0.0 | -10 | 1 |
| CC(=O)Nc1cc(NC(C)=O)ncn1 | 3 | 0.0 | -6 | ? | -1 | 0.0 | -7 | -1 |
| CC1(C(=O)Nc2ccc3c(c2)OCCO3)CCN1C(=O)c1ccco1 (stereo unspecified) | 19 | -0.1 | 5 | -7 | 8 | 0.1 | -1 | -1 |
| CCc1ccc(C(=O)NNC(=O)c2ccc3c(=O)n4c(nc3c2)CCC4)cc1 | -4 | -1.1 | -5 | 0 | 0 | 0.0 | 2 | 3 |
| C[C@H](CO)N1C[C@H](C)[C@@H](CN(C)C(=O)Nc2ccc(F)cc2)Oc2cc(-c3ccncc3)ccc2S1(=O)=O | -10 | 0.0 | -6 | 5 | 5 | -0.4 | 10 | -2 |
| COc1ccc(C/C(N)=N/OC(=O)c2ccc(Cl)cc2)cc1 | / | / | -4 | -2 | / | 0.0 | -1 | 13 |
| CCC1CCCCN1C(=S)NC(=O)c1cc(S(=O)(=O)N2CCOCC2)ccc1C (stereo unspecified) | / | 6.0 | 5 | 17 | / | -0.2 | 2 | / |
| C[C@H](CO)N1C[C@H](C)[C@@H](CN(C)S(C)(=O)=O)OCCCC[C@H](C)Oc2ccc(NS(=O)(=O)c3cn(C)cn3)cc2C1=O | 1 | 0.6 | -5 | 5 | -4 | 0.3 | 2 | -2 |
| CC(C)C#Cc1cnc2c(c1)C(=O)N([C@H](C)CO)C[C@H](C)[C@H](CN(C)C(=O)Cc1ccccn1)O2 | -8 | -0.1 | 10 | -4 | 0 | -0.9 | 2 | 6 |
| O=[N+]([O-])c1ccc(Oc2ccc(/C=N/O)cc2)nc1 | / | / | -11 | -1 | / | -0.1 | 6 | 4 |
| c1ccc2nc(N3CCOCC3)c(N3CCCC3)nc2c1 | -4 | 1.6 | -11 | -8 | -2 | 0.3 | 2 | 2 |
| COCC(=O)Nc1ccc2c(c1)[C@@H]1C[C@@H](CC(=O)N(C)C)O[C@H](CO)[C@@H]1O2 | -2 | -0.2 | / | -6 | 0 | 0.0 | / | / |
| COc1ccc2c3c(n(C)c2c1)[C@@H](CO)N(C(=O)c1cnccn1)CC31CCN(C(=O)c2ccncc2)CC1 | / | -0.2 | 8 | 4 | / | 0.2 | -2 | -2 |
| O=C(CCCN1C(=O)NC2(CCCC2)C1=O)Nc1ccc(F)cc1 | 0 | / | -7 | -4 | -1 | -0.1 | -5 | -1 |
| O=C(NCc1ccccc1Cl)c1csc([C@H]2C[C@H](O)[C@@H](CO)O2)n1 | 1 | 0.4 | -4 | -16 | -5 | -0.1 | 0 | 0 |
| O=C(c1cccc(S(=O)(=O)N2CCc3ccccc32)c1)N1CCN(c2ccccc2)CC1 | -1 | 0.9 | -22 | -6 | -3 | -0.1 | 3 | 0 |
| Cc1noc(C)c1NC(=O)N(C)C[C@@H]1Oc2c(NC(=O)Nc3ccc4c(c3)OCO4)cccc2C(=O)N([C@@H](C)CO)C[C@H]1C | -17 | -0.2 | 4 | -2 | 4 | 0.1 | 7 | -6 |
| O=C1CC(c2ccccc2Cl)Cc2c1cnn2-c1nc2ccccc2s1 (stereo unspecified) | / | / | -1 | -1 | / | 0.0 | 1 | -1 |
| CN(C(=O)c1cc2c(cc1Br)OCO2)c1cccc2ccccc12 | / | 0.6 | 2 | -2 | / | 0.1 | 2 | 0 |
| Cc1ccc(OCCOc2ccc(Br)cc2)c([N+](=O)[O-])n1 | 2 | 0.3 | -3 | 3 | 65* | 0.4 | 0 | 3 |
| CC(C)CNC(=O)CO/N=C/c1ccccc1Cl | / | 8.5 | -7 | 0 | / | 0.4 | 6 | 0 |
| C=CCSc1nc(=O)n2ccc(C)cc2n1 | 1 | / | -17 | -3 | 22 | -0.2 | -4 | -5 |
| c1ccc(CNc2c3c(nc4ncnn24)CCC3)cc1 | -1 | 0.2 | 0 | -3 | 0 | 0.0 | -3 | 2 |
| CN(C)C(CNC(=S)Nc1ccccc1)c1cccnc1 (stereo unspecified) | / | / | -7 | -6 | / | -0.1 | -3 | 4 |
| N#C[C@H]1[C@H](c2ccc(C#Cc3cccc(F)c3)cc2)[C@@H](CO)N1C(=O)C1CCCC1 | -2 | -0.5 | -63 | -21 | -16 | -0.1 | 0 | 0 |
| COc1cc(C(=O)N2CCN(S(=O)(=O)c3cccc(F)c3)CC2)ccc1OCC(=O)N1CCOCC1 | 8 | -0.1 | 1 | 4 | 4 | 0.1 | -2 | 0 |
| Cc1ccc(S(=O)(=O)N2C[C@H]3[C@H]4C(=O)N(C)C(=O)[C@H]4CC(=O)[C@H]3[C@@H]2c2ccccc2F)cc1 | 8 | -0.2 | -5 | -1 | -4 | -0.1 | -7 | 2 |
| O=C(NCC[C@@H]1CC[C@H](NC(=O)C2CC2)[C@H](CO)O1)c1cnccn1 | -12 | -0.5 | -10 | 8 | -2 | 0.3 | 0 | -1 |
| O=S(=O)(c1cccc(F)c1)N1CC[C@@H]2[C@@H](CO)Nc3ccc(C#Cc4cccc(F)c4)cc3[C@@H]21 | 2 | -0.5 | / | / | -3 | 0.3 | / | / |
| C[C@@H]1CN([C@H](C)CO)C(=O)c2cc(C#Cc3ccncc3)cnc2O[C@H]1CN(C)S(=O)(=O)c1ccccc1F | -4 | / | -12 | -4 | 5 | -0.1 | -12 | -3 |
| COc1cc(CCCN2C(=O)C(=O)NC[C@@H]2CCCCN)cc(OC)c1OC | 4 | 0.1 | -13 | -2 | 2 | 0.1 | 4 | 1 |
| COc1cccc(NC(=O)N2CCN(c3nnnn3-c3ccccc3)CC2)c1 | 2 | / | 2 | 2 | 0 | 0.0 | 3 | -1 |
| CCCNC(=O)N1CC2(CN(C(=O)c3cccc(F)c3)C2)c2c([nH]c3cc(OC)ccc23)[C@H]1CO | / | 0.0 | 10 | -7 | / | 0.1 | 4 | 1 |
| CCCN1CCN(C(=O)c2ccc(CS(=O)c3ccc(Cl)cc3)o2)CC1 (stereo unspecified) | -5 | 49* | -6 | -1 | -2 | -0.1 | 0 | -3 |
| CCN(C(=O)c1ccc(Cl)cc1[N+](=O)[O-])c1ccccc1C | / | / | -15 | -3 | 10 | 0.1 | -8 | -3 |
| O=c1ccn([C@@H]2O[C@H](CNS(=O)(=O)c3cc4ccccc4s3)[C@@H](O)[C@H]2O)c(=O)[nH]1 | 1 | 0.0 | -4 | 20 | -4 | 0.1 | -1 | -1 |
| O=C(CNC(=O)N1CC(=O)Nc2ccccc21)NCCc1cccc(F)c1 | 0 | / | -15 | -2 | -2 | 0.1 | 1 | -1 |
| O=C(NCCNC(=O)c1cc(Cl)ccc1Cl)c1ccccn1 | 1 | 0.0 | -4 | -2 | -2 | 0.2 | 2 | -2 |
| CCc1cc(=O)oc2c(C)c(OCC(=O)N3CCC[C@@H]3C(=O)O)ccc12 | -5 | / | -5 | 0 | -1 | / | 1 | / |
| O=C1CN(C(=O)c2ccccc2C(=O)O)c2ccccc2N1 | -8 | 0.1 | -21 | -5 | -12 | 0.3 | 1 | -1 |
| C[C@@H]1CCCCO[C@H](CN(C)Cc2ccccc2)[C@H](C)CN([C@@H](C)CO)C(=O)c2cc(NS(=O)(=O)c3ccccc3)ccc2O1 | 3 | -0.4 | 8 | 0 | -1 | -0.4 | -1 | -10 |
| CC(OC(=O)c1ccc(Cl)c(S(=O)(=O)Nc2ccc(F)cc2)c1)C(=O)NC(N)=O (stereo unspecified) | -11 | 1.0 | -6 | -1 | -8 | 0.0 | 4 | -5 |
| CC(OC(=O)COc1ccccc1[N+](=O)[O-])C(=O)Nc1ccc(N2CCOCC2)cc1 (stereo unspecified) | / | / | -17 | 7 | / | 0.2 | 2 | -5 |
| O=C(c1cc(F)ccc1F)C1CCCN(C(=O)c2cccs2)C1 (stereo unspecified) | / | / | -1 | -4 | / | 0.0 | 2 | -5 |

High-throughput results: PubChem BioAssay, Broad Institute
